PfGluPho inh: PfG6PD (Plasmodium falciparum) enzyme inhibition. PfGluPho enzyme, NADPH resazurin-diaphorase fluorescence. inhibition, % at 20 µM. actives 0.78% (n = 350,000). AID 504690;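 active = inhibition reaching at least a set limit at 20 µM in the primary screen, cut at about 59% in these data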;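 also: 0% = DMSO wells with substrate and 100% = DMSO wells lacking glucose-6-phosphate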
SENP1 FRET inh: inhibitors of human SENP1 SUMO protease catalytic domain | Q9P0U3 | recombinant SENP1 catalytic domain, CyPet-SUMO1-YPet FRET cleavage | inhibition, % at 10 µM | actives 0.21% (n = 360,000);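 active = inhibition at least 30% at 10 µM, raw YFP signal under a set limit, fluorescence ratio 0.5 to 1.5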;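 also: 0% = enzyme with DMSO and 100% = no enzyme wells; some results filed as inactive read as strong as hits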
Target sequence (Q9P0U3 419-644 limits assumed): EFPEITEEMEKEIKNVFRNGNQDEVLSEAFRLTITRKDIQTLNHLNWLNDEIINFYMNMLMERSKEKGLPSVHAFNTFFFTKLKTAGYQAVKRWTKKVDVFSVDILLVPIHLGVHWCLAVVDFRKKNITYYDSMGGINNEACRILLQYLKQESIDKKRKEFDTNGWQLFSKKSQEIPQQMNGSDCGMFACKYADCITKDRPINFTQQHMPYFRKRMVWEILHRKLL
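Compound: 10 µM single point, 0.5% DMSO; Test system: hSENP1 catalytic domain, recombinant; Timing: 50 min reaction at room temperature; Technique: FRET, CFP and YFP emission; Control set: no-enzyme wells low, DMSO-plus-enzyme wells high control.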
SENP8 inh: inhibitors of human SENP8 protease; actives 0.64% (n = 360,000); recombinant SENP8, Nedd8 substrate fluorescence; inhibition, % at 20 µM; Q96LD8; in the data active = inhibition mostly above about 40%, no sharp cut-off; inactive = mostly below about 27%
Target sequence (Q96LD8 whole entry, looked up): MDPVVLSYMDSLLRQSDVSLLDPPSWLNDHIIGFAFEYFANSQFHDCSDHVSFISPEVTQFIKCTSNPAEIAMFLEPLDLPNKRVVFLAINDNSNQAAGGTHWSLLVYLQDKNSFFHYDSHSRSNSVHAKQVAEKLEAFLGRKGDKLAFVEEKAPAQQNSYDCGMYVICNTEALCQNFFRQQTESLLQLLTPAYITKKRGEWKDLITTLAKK
* hit, by the source's call; i = inactive. A portion of the library. The share of hits here may be higher or lower than overall.

Each structure is followed by: PfGluPho inh, SENP1 FRET inh, SENP8 inh
> C[C@@H]1CN([C@@H](C)CO)C(=O)CCCn2nncc2CO[C@H]1CN(C)C(=O)C1CC1
  1, 0, 1
> Cc1cccc(N(CC(=O)N2CCCC2)S(C)(=O)=O)c1C
  -3, 3, 26
> CN(C(=S)NC(=O)C1CCCC1)c1ccccc1
  35, 3, 11
> CCn1c(=O)c2[nH]c(SC)nc2n(CC)c1=O
  -4, -1, 10
> CCc1ccc(/C=C2\SC(=S)N(CCCC(=O)N(CCO)c3ccccc3)C2=O)cc1
  11, 5, 25
> CCOc1ccc2oc(C(=O)Nc3ccc(C)cn3)c(C)c2c1
  27, -14, -115
> CCOC(=O)C1=C(C)NC(C)=C(C(=O)OCC)C1c1cccc([N+](=O)[O-])c1
  6, 1, 13
> O=c1c2cc(C(F)(F)F)ccc2sn1-c1ccccc1
  128*, 0, 12
> Cc1cccc(C)c1NC(=O)CN1CCN(C(=O)CNC(=O)c2ccc(-c3ccccc3)cc2)CC1
  -11, 3, 9
> C[C@@H]1CN([C@@H](C)CO)C(=O)CCCn2nncc2CO[C@H]1CN(C)S(=O)(=O)c1cccc(C#N)c1
  -4, -1, 0
> CC(C)CC#Cc1ccc2c(c1)O[C@H](CN(C)C(=O)Nc1ccccc1)[C@@H](C)CN([C@H](C)CO)S2(=O)=O
  6, 0, -24
> COC(=O)C1(C)CCCC2(C)c3cc(OC)ccc3C(=O)C(Br)C12 (stereo unspecified)
  35, -1, 17
> NS(=O)(=O)c1ccc(CCNC(=O)c2cccc(S(=O)(=O)N3CCc4ccccc43)c2)cc1
  13, 0, 13
> Cc1cc(OC(C)C(=O)NC2CC(C)(C)NC(C)(C)C2)c2c(C)c(C)c(=O)oc2c1 (stereo unspecified)
  -8, 2, i
> O=C(CSc1nnc(-c2cccnc2)o1)Nc1ccc(F)cc1
  27, 5, 17
> [O-][N+](=Cc1c(Cl)cccc1Cl)CC1(O)CCCCC1
  -2, 1, 18
> COc1ccc(Cc2nc3ccc(C(=O)NC4CCOC4)cc3o2)cc1OC (stereo unspecified)
  -8, 0, 2
> CCc1cc(C(=O)OCC(=O)NCCc2ccccc2)sc1C
  -17, 0, 9
> Cc1cc2cc3n(c2nn1)N=C(Cl)CC3
  -15, 4, -481
> C[C@@H]1CN([C@@H](C)CO)C(=O)CCCn2cc(nn2)CO[C@H]1CN(C)S(=O)(=O)c1cccc(F)c1
  -5, 0, -22
> CCOC(=O)C1=C(COC(=O)c2cc([N+](=O)[O-])ccc2Cl)NC(=O)NC1C (stereo unspecified)
  7, 4, 7
> COc1ccccc1C(=O)N1CCN(c2nc3cc(C)cc(C)c3cc2C#N)CC1
  -2, -58, -297
> CN1CCN(C(=O)CCn2c(=S)[nH]c3ccccc3c2=O)CC1
  1, 1, 15
> COc1ccc(OCc2cc(C(=O)NC(C)c3nc(C)cs3)no2)c(Cl)c1 (stereo unspecified)
  8, -5, 2
> CC(C)(C)NC(=S)N1CCC2CC1c1c(Cl)cccc12 (stereo unspecified)
  -18, -1, 1
> Cc1cccc(NC(=O)COC(=O)CN2C(=O)c3ccccc3C2=O)c1
  8, 3, 13
> C[C@@H]1CN([C@H](C)CO)C(=O)c2cc(C#CC3CCCCC3)cnc2O[C@H]1CN(C)Cc1cccnc1
  32, -1, 28
> CN(C)c1ccc(C(=O)C=Cc2ccc([N+](=O)[O-])cc2)cc1
  7, 12, 38
> Cc1ccn2c(-c3csc(Nc4ccc(C(=O)O)cc4)n3)c(C)nc2c1
  51, -4, i
> COC(=O)C[C@@H]1C[C@H]2c3cc(NS(C)(=O)=O)ccc3O[C@H]2[C@H](CO)O1
  -7, 0, -24

A few values from the list:
SENP1 FRET inh with `Cc1ccn2c(-c3csc(Nc4ccc(C(=O)O)cc4)n3)c(C)nc2c1` reads -4
SENP1 FRET inh with `CCc1cc(C(=O)OCC(=O)NCCc2ccccc2)sc1C` reads 0
PfGluPho inh with `COc1ccc(Cc2nc3ccc(C(=O)NC4CCOC4)cc3o2)cc1OC` (stereo unspecified) reads -8
SENP1 FRET inh with `CC(C)(C)NC(=S)N1CCC2CC1c1c(Cl)cccc12` (stereo unspecified) reads -1
PfGluPho inh with `CN1CCN(C(=O)CCn2c(=S)[nH]c3ccccc3c2=O)CC1` reads 1

(further entries)
Each structure is followed by: PfGluPho inh, SENP1 FRET inh, SENP8 inh
> C[C@@H]1CCCCO[C@H](CN(C)S(=O)(=O)c2cn(C)cn2)[C@H](C)CN([C@@H](C)CO)C(=O)c2cc(NC(=O)c3ccccc3)ccc2O1
  2, -1, 12
> COc1ccc2nc3n(c(=O)c2c1)-c1ncccc1C(=O)NC3C (stereo unspecified)
  0, -1, -1
> O=Cc1cn(CCOc2ccc(F)cc2)c2ccccc12
  39, 0, 16
> CC1CCN(C(=O)CCn2c(=O)oc3ccc(Cl)cc32)CC1
  -5, 0, 30
> CC1(C)C(=O)C=C(N2CCCCC2)c2ccccc21
  26, -14, -43
> CCC(C)(C)C1CCC2(CC1)NC(=O)N(CC(=O)N1CCN(c3ccccc3OC)CC1)C2=O (stereo unspecified)
  -1, 1, 9
> CC1NC(=O)c2cccnc2-n2c1nc1cc(F)ccc1c2=O (stereo unspecified)
  -2, 1, -28
> Cc1cc(C)nc(NS(=O)(=O)c2ccc(NCN3C(=O)c4ccccc4C3=O)cc2)n1
  3, 3, 8
> O=C(O)C(Cc1ccccc1)N1C(=O)C=CC1=O (stereo unspecified)
  90*, 2, 12
> CC1=C(C(=O)N(C)C)CC(CC(=O)NC2CCCCC2)C(=O)N1CCC1=CCCCC1 (stereo unspecified)
  0, 1, 17
> CCC(Oc1ccccc1)C(=O)OCC(=O)Nc1c(C)nn(-c2ccccc2)c1C (stereo unspecified)
  16, 6, 11
> COc1ccc(NS(=O)(=O)c2cccc(C(=O)N3CCOCC3)c2)cc1
  -11, 1, 14
> Cc1ccc(C(=O)OCC(=O)Nc2c(C)nn(-c3ccccc3)c2C)c(O)c1
  11, -2, 16
> O=C([C@@H]1CCCN1C1=NS(=O)(=O)c2ccccc21)N1CCN(c2ccccc2)CC1
  15, -2, 12
> COC(=O)C1=C(O)/C(=C/c2ccc(OCC(=O)Nc3ccc(OC)cc3)cc2)N=C1C
  0, -79, -104
> COc1ccc(C(C#N)=Cc2cccc(OC)c2OC)cc1
  4, -3, -441
> Cc1cc(C)c(NC(=O)CN2CCN(S(=O)(=O)c3ccc4c(c3)OCCO4)CC2)c(C)c1
  1, 0, 7
> Cc1cccc(OC(C)C(=O)Nc2nc(-c3cccnc3)cs2)c1 (stereo unspecified)
  23, -11, 1
> COc1ccc(C(=O)NCC(=O)OCC(=O)c2ccccc2Br)cc1OC
  -3, 1, 11
> O=C(CSc1ncccn1)NC(=O)NC1CCCC1
  -3, 2, 19
> Cc1ccc(S(=O)(=O)N2C[C@H]3C(=O)C[C@@H](c4ccccc4)N(S(=O)(=O)c4ccc(C)cc4)[C@H]3C[C@H]2c2ccc(Cl)cc2)cc1
  11, 0, -1
> O=C(COC(=O)C1CCN(S(=O)(=O)c2ccc(Cl)c(C(F)(F)F)c2)CC1)NCC1CCCO1 (stereo unspecified)
  -3, 2, 20
> CCOc1ccccc1OCC(=O)NC1CCSc2ccccc21 (stereo unspecified)
  43, 3, 6
> CN(C)CCN(C(=O)C1CCCCC1)c1nc2cc3c(cc2s1)OCCO3
  12, 1, 20
> COc1ccc(S(=O)(=O)N2CCOCC2)cc1C(=O)Nc1cccc(C(=O)NC2CC2)c1
  -7, 0, 0
> C[C@@H]1CN([C@@H](C)CO)C(=O)CCCn2nncc2CO[C@H]1CN(C)C(=O)NC1CCCCC1
  -8, 0, 13
> COc1ccc(S(=O)(=O)N=N/C=C2\C=CC=CN2O)cc1OC
  13, -1, -7
> CC(C)c1ncc(CO)n1Cc1c(Cl)cccc1Cl
  -8, 1, 11
> O=C(c1ccccc1)N(C(=O)c1ccccc1)c1ccccc1
  -3, 2, 3
> COc1ccc(C(=O)NC(=S)Nc2ccc3[nH]c(=O)[nH]c3c2)cc1Br
  -4, 3, 12
> CC1=C(C(=O)N(C)C)CC(CC(=O)NCCCN(C)C)C(=O)N1Cc1ccc(C(C)(C)C)cc1 (stereo unspecified)
  -12, 1, -2
> Cc1ccc(S(=O)(=O)N2C[C@H]3[C@H]4C(=O)N(c5ccccc5)C(=O)[C@H]4C[C@H](OC(=O)NCc4ccccc4)[C@@]3(O)C2)cc1
  -11, 1, 10
> CCCC(=O)Nc1cc(OC)c(NC(=S)Nc2cccc(C)c2)cc1OC
  4, 2, 10
> O[C@H]1C[C@H](c2ccc(Cl)cc2)N(Cc2cccs2)C[C@@H]1n1cc(C2CC2)nn1
  9, -1, -1
> COc1ccccc1CN(C)C[C@@H]1OCc2cnnn2CCCC(=O)N([C@H](C)CO)C[C@H]1C
  -2, 0, 4
> COc1ccc(CCN2CC(C(=O)OCC(=O)c3c(N)n(CC(C)C)c(=O)n(C)c3=O)CC2=O)cc1OC (stereo unspecified)
  -13, -4, 13
> CC(=O)c1cccc(NC(=O)C2CCCN2S(=O)(=O)c2cccs2)c1 (stereo unspecified)
  -9, 1, 41*
> CC(=O)N(C)C[C@@H]1Oc2ncc(Br)cc2C(=O)N([C@H](C)CO)C[C@@H]1C
  8, -1, 15
> CN(CC(=O)Nc1ccc(Cl)c(C(F)(F)F)c1)S(=O)(=O)c1cnc[nH]1
  18, 0, 19
> O=C(O)C(=Cc1ccc([N+](=O)[O-])cc1)c1cccc(Cl)c1
  6, 6, 28
> CSc1ncnc2c1ncn2CCCNCc1cccc2ccccc12
  7, -2, 19
> C[C@H]1CN([C@@H](C)CO)C(=O)c2c(c3ccccc3n2C)-c2ccccc2CO[C@H]1CN(C)Cc1cccc(F)c1
  18, 1, 5
> COc1ccccc1C(=O)COC(=O)C1CCN(S(=O)(=O)c2ccccc2)CC1
  1, -1, 15
> C[C@H]1CN([C@@H](C)CO)C(=O)CCCn2nncc2CO[C@@H]1CN(C)S(=O)(=O)c1ccccc1
  11, 3, 15
> O=C(NC1CCCCC1)c1cccc(NC(=O)c2ccccc2Cl)c1
  -10, 0, 3

Record cards, as listed above. Order of values: PfGluPho inh	SENP1 FRET inh	SENP8 inh
Entry for `CC(=O)c1cccc(NC(=O)C2CCCN2S(=O)(=O)c2cccs2)c1` (stereo unspecified) → -9	1	41*
Entry for `C[C@@H]1CN([C@@H](C)CO)C(=O)CCCn2nncc2CO[C@H]1CN(C)S(=O)(=O)c1cccc(C#N)c1` → -4	-1	0

Further results
Each structure is followed by: PfGluPho inh, SENP1 FRET inh, SENP8 inh
> O=C(O)C1=CCC=CC1C(=O)O (stereo unspecified)
  5, 5, 11
> CCCCN1CC(C)(C)[C@H](CC(=O)Nc2ccccc2)C1=O
  -3, 1, 22
> COCCn1c(N)c(N(Cc2ccccc2)C(=O)C(C)Oc2ccc(Br)cc2)c(=O)[nH]c1=O (stereo unspecified)
  -14, 2, 16
> C[C@@H]1CN([C@@H](C)CO)C(=O)CCCn2nncc2CO[C@H]1CN(C)Cc1ccc2c(c1)OCO2
  -1, -1, 8
> COc1ccc2[nH]c(=O)c(CN(C(C)=O)c3cc(C)ccc3C)cc2c1
  -10, 2, -231
> COCC(=O)N(C)C[C@@H]1Oc2cc(Br)ccc2S(=O)(=O)N([C@H](C)CO)C[C@H]1C
  0, 1, 11
> O=C(O)CSc1ccn(Cc2ccccc2)c1
  -12, 1, 17
> C[C@@H]1CN([C@H](C)CO)C(=O)c2cc(NC(=O)Nc3ccc(F)cc3)ccc2O[C@@H](C)CCCCO[C@H]1CN(C)Cc1ccc(C(=O)O)cc1
  -8, 0, 13
> COc1cc(OC)cc(C(=O)OCC(=O)NC2CCCCCCC2)c1
  9, 2, 30
> Cc1cccc(S(=O)(=O)N(C)C[C@@H]2OCc3cnnn3CCCC(=O)N([C@H](C)CO)C[C@H]2C)c1
  6, 0, 13
> Cc1ccc(S(=O)(=O)NN=CC2(c3ccccc3)CC2)cc1
  0, 1, 9
> FC(F)(F)c1cccc(CC2CN(Cc3ccccc3)Cc3ccccc3N2c2cc(Cl)cc(Cl)c2)c1 (stereo unspecified)
  -8, -1, 4
> CC(C)COC(=O)N(C)C[C@H]1OCc2cnnn2CCCC(=O)N([C@H](C)CO)C[C@H]1C
  7, -1, 0
> Cc1noc(C)c1S(=O)(=O)N(C)C[C@H]1OCc2cnnn2CCCC(=O)N([C@H](C)CO)C[C@H]1C
  -17, 3, 11
> COC1OCC(O)C(NC(=O)N(C)N=O)C1O (stereo unspecified)
  -4, -1, 20
> Cc1ccccc1NC(=O)C(C)OC(=O)C1CCCO1 (stereo unspecified)
  -6, 2, 22
> C/C=C/c1ccc2c(c1)O[C@H](CN(C)CC1CCOCC1)[C@@H](C)CN([C@H](C)CO)S2(=O)=O
  -2, 3, -21
> COc1cccc(NC(=O)N(C)C[C@H]2Oc3cc(C#Cc4ccncc4)ccc3S(=O)(=O)N([C@H](C)CO)C[C@H]2C)c1
  59, -16, -1
> N#CC(c1ccc(N)cc1)C(CC(=O)c1ccccc1)c1ccccc1 (stereo unspecified)
  -4, 0, 9
> CCOc1ccc(/C=N/NC(=O)c2ccncc2)cc1OC
  10, 2, -6

Screening results deposited in PubChem BioAssay by Sanford-Burnham Center for Chemical Genomics.
